VEEV TC-83 Vero – inhibitors of VEEV TC-83 cytopathic effect, confirmation, Vero cells (AID 588727) | Vero cells, VEEV TC-83 cytopathic effect inhibition; higher % means a stronger effect | inhibition, % at 20 µM, or IC50 in µM where a hit was titrated | 350,000 tested, 0.13% active; in the data active = a potency from the dose series; inconclusive = inhibition mostly from about 14% at the one dose, without a potency; inactive = the rest, 99 in 100 with inhibition below about 12%; also: strong numbers were not always called active
tuberculosis growth – growth inhibition of non-replicating M. tuberculosis (AID 488890); Mycobacterium tuberculosis non-replicating, growth inhibition; higher % means a stronger effect; one-dose inhibition, % at 25 µM; IC50 in µM for titrated hits; 320,000 tested, 0.39% active; in the data active = a potency from the dose series; inconclusive = inhibition mostly from about 82% at the one dose, without a potency; inactive = the rest, 99 in 100 with inhibition below about 76%;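 also: plate controls were DMSO cells for no effect and high antibiotic wells for full effect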
H37Rv inhibition – M. tuberculosis growth inhibition, HTS (AID 449762); M. tuberculosis H37Rv growth inhibition, 7H9 media; higher % means a stronger effect; one-dose inhibition, % at 25 µM; IC50 in µM for titrated hits; 330,000 tested, 0.59% active; in the data active = a potency from the dose series; inconclusive = inhibition above about 70% without an active follow-up result;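 also: bacterial growth assessed after seven days of incubation; strong numbers were not always called active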
influenza NS1A – NS1A inhibition, H1N1 influenza, cell based functional assay (AID 504329); NS1A functional cell-based assay, percent inhibition; higher % means a stronger effect; one-dose inhibition, % at 12.5 µM; IC50 in µM for titrated hits; 340,000 tested, 0.3% active; in the data active = a potency from the dose series; inconclusive = inhibition above about 27% without an active follow-up result; also: strong numbers were not always called active
Salmonella PhoP GFP – Inhibition of PhoP regulon, Salmonella typhi GFP reporter cells, confirmation, 4 h (AID 1850) | Salmonella Typhi PhoP-promoter GFP reporter, fluorescence, 4 h; higher % means a stronger effect | inhibition, % at 50 µM, or IC50 in µM where a hit was titrated | 310,000 tested, 0.33% active; in the data active = a potency from the dose series; inconclusive = inhibition mostly from about 25% at the one dose, without a potency; inactive = the rest, 99 in 100 with inhibition below about 19%;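 also: 0% = induced wells with vehicle and 100% = uninduced wells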
VEEV TC-83 Vero 10K pilot screen – also measured in VEEV TC-83 Vero; calls as there; inhibition, %; measured here: 10K pilot screen inhibition
The depositor's hits bear a star; i = inactive; ? = inconclusive; nt = no result given.

SMILES	VEEV TC-83 Vero	tuberculosis growth	H37Rv inhibition	influenza NS1A	Salmonella PhoP GFP	others
CCC(=O)Nc1cccc(-c2ccc(N3CCCCC3)nn2)c1	0.3%	6%	3%	5%	4%
Cn1c(SCC(=O)Nc2nncs2)nnc1C1CC1	0.6%	15%	4%	-4%	13%
Cc1cc(C)cc(C(=O)NCC(=O)OCC(=O)N2CCCCC2)c1	0.1%	9%	3%	-4%	-4%
O=C(CSC1=NC(=O)C(c2ccccc2)C(=O)N1)Nc1cccc(Cl)c1 (stereo unspecified)	i	28%	-2%	6%	44µM*
CCOc1ccc(S(=O)(=O)/N=C(/Nc2ccc(S(N)(=O)=O)cc2)c2ccccc2)cc1	1.6%	13%	-1%	0%	nt
CCOc1ccc(C(=O)OC2CCCN(C)C2)cc1 (stereo unspecified)	i	-16%	-1%	-5%	0%
COc1ccc2[nH]c3c(c2c1)CCN1C(=O)C(CC(=O)NCCCn2ccnc2)C[C@H](C(=O)N2CCCCC2)[C@@]31CCc1ccccc1 (stereo partly specified)	i	nt	nt	-1%	nt
Cc1onc(-c2ccccc2Cl)c1C(=O)Nc1cccc(S(=O)(=O)N2CCOCC2)c1	7.5%	8%	10%	-8%	nt
O=C1CCC/C(=N/NC(=O)c2sc3ccccc3c2Cl)C1	1.8%	51%	13%	-1%	-8%
O=C(NN1C(=O)C2C3C=CC(C3)C2C1=O)c1cccc(Cl)c1 (stereo unspecified)	0.8%	-13%	0%	-4%	6%
Cc1ccc(S(=O)(=O)NCCC2=CCCCC2)cc1C(N)=O	0.7%	1%	-17%	-13%	-3%
COc1ccc(CCC(=O)N2CCN(C(=O)c3ccccc3)CC2)cc1	i	9%	-1%	-27%	9%
COc1ccccc1CN1CCNC(=O)C1CC(=O)NCCCN1CCCC1=O (stereo unspecified)	i	3%	11%	13%	-24%
COCCCNC(=O)c1c(N)n(-c2cccc(S(N)(=O)=O)c2)c2nc3ccccc3nc12	4.0%	4%	-10%	-5%	-12%
C=C(C)C1CC=C(C)/C(=N\NC(=S)Nc2ccc(C)cc2)C1 (stereo unspecified)	2.7%	51%	18%	-1%	-5%
C[C@@H]1C[C@H](O)c2cc(Cl)ccc2N1	3.4%	0%	1%	-2%	9%
COc1ccc(-n2cnnc2SCC(=O)NCc2cccs2)cc1	2.5%	-5%	-6%	-13%	-2%
COc1cc(NS(=O)(=O)c2cc3[nH]c(=O)c(=O)[nH]c3cc2C)cc(OC)c1OC	1.2%	6%	0%	2%	15%
COc1ccccc1NC1=NCCS1	i	1%	-18%	6%	6%
O=C(CC(c1ccc(F)cc1)c1ccco1)N1CCOCC1 (stereo unspecified)	0.9%	-3%	1%	-18%	-1%
Cc1nc(C(=O)N2CCC(n3nccc3NC(=O)Nc3ccccc3Cl)CC2)cs1	2.4%	16%	8%	-5%	-32%
COc1ccc(C2C(C(=O)N3CCCCC3)CC(=O)N2c2ccc(OC)cc2)cc1 (stereo unspecified)	7.2%	5%	5%	4%	-4%
CC(=O)C1CCC2C3CCC4CC(=O)CCC4(C)C3C(C)(O)CC12C (stereo unspecified)	i	nt	nt	6%	nt
CCOC(=O)c1cccc(NC(=O)CSc2nc3ccccc3c(=O)n2CCOC)c1	7.3%	4%	-1%	-2%	3%
S=C(NNc1ccnc2cc(Cl)ccc12)Nc1ccc(Cl)cc1Cl	?	?	?	-31%	12%
Cc1nn(CC(=O)O)c(C)c1[N+](=O)[O-]	1.8%	1%	-14%	10%	6%
Cc1ccc(S(=O)(=O)Cc2cc(F)c([N+](=O)[O-])cc2[N+](=O)[O-])cc1	i	?	?	0%	-19%
CCO/C=C/C(=O)N(C)CCC#N	1.5%	6%	-2%	-7%	12%
CCN1CCN(S(=O)(=O)c2ccc3[nH]c(=O)oc3c2)CC1	0.8%	nt	-8%	3%	0%
CC1(C)CC(=O)C2=C(C1)Nc1cc(C(=O)c3ccccc3)ccc1NC2c1ccccn1 (stereo unspecified)	9.8%	0%	7%	-11%	-9%

An excerpt from above in order of heavy-atom count, ascending:
SMILES	VEEV TC-83 Vero	tuberculosis growth	H37Rv inhibition	influenza NS1A	Salmonella PhoP GFP	others
S=C(NNc1ccnc2cc(Cl)ccc12)Nc1ccc(Cl)cc1Cl	?	?	?	-31%	12%
COc1ccc(CCC(=O)N2CCN(C(=O)c3ccccc3)CC2)cc1	i	9%	-1%	-27%	9%
COc1cc(NS(=O)(=O)c2cc3[nH]c(=O)c(=O)[nH]c3cc2C)cc(OC)c1OC	1.2%	6%	0%	2%	15%

Remaining list, next part
SMILES	VEEV TC-83 Vero	tuberculosis growth	H37Rv inhibition	influenza NS1A	Salmonella PhoP GFP	others
CCOc1ccc(S(=O)(=O)N2CCN(c3ccccc3OC)CC2)c2cccnc12	1.9%	8%	-4%	-4%	0%
CC(C)c1cc(C(=O)N2CCCC(Nc3ccc(F)c(F)c3)C2)nc(N)n1 (stereo unspecified)	2.4%	5%	-4%	-5%	-8%
COc1ccc(C(=O)COC(=O)CN2C(=O)C3CC=CCC3C2=O)c(OC)c1 (stereo unspecified)	1.9%	1%	-5%	-9%	nt
CCOC(=O)CN(C(=O)CNC(=O)c1ccco1)C(C(=O)NC1CCCCC1)c1cccnc1 (stereo unspecified)	1.3%	2%	-10%	1%	-2%
CN(C(=O)CSc1nnc(Cc2ccccc2F)n1N)C1CCS(=O)(=O)C1 (stereo unspecified)	0.2%	-20%	-13%	-1%	5%
Cc1ccc(S(=O)(=O)N2CCN(C(=O)NCc3ccc(F)cc3)CC2)c(C)c1	0.8%	2%	3%	-7%	-6%
CC(=O)c1ccc(N2CCN(C(=O)[C@H](C)NC(=O)c3ccccc3Cl)CC2)cc1	1.2%	-3%	-1%	3%	12%
Cc1oc(-c2ccccc2F)nc1CN1CCC(C(=O)NC2CCCCCCC2)CC1	2.1%	nt	nt	3%	nt
CS(=O)(=O)N(CC(=O)NCC1CCCO1)c1cc(Cl)ccc1Cl (stereo unspecified)	1.6%	2%	-3%	2%	-7%
COc1ccc(Cn2nnc3ccccc32)cc1	1.1%	71%	2%	-4%	-2%	VEEV TC-83 Vero 10K pilot screen=0.1
CCc1ccc(N(C(=O)c2csnn2)C(C(=O)NC(C)(C)C)c2ccncc2)cc1 (stereo unspecified)	i	-8%	-10%	-14%	-13%
Cc1csc(/C(=N\O)c2csc(C)n2)n1	0.3%	-8%	-7%	3%	4%
COc1ccc2c(C)nc(Nc3nc(C)c(C)c(=O)[nH]3)nc2c1	i	?	100%	4%	-4%
[O-]/[N+](=C\C=C\c1ccccc1)c1ccccc1	i	4%	1%	-3%	-3%
CN(CC(=O)OCC(=O)c1c(N)n(C)c(=O)n(C)c1=O)S(=O)(=O)c1ccc(Cl)cc1	0.4%	-18%	4%	0%	-9%	VEEV TC-83 Vero 10K pilot screen=0.4
CCC(c1nnnn1C1CCCC1)N1CCN(Cc2ccccc2)CC1 (stereo unspecified)	0.7%	3%	-6%	17%	-9%	VEEV TC-83 Vero 10K pilot screen=0.0
CC1(OC(=O)C2CCCC2)C(=O)C=C2C=C(c3ccsc3)N(CCc3ccccn3)C=C2C1=O (stereo unspecified)	0.2%	33%	4%	1%	3%
Cc1nnsc1NC(=O)OCc1ccc(C(F)(F)F)cc1	1.0%	27%	-2%	-4%	6%
Cc1c(NC(=O)c2cnn3c2NC(c2ccccc2)CC3C(F)(F)F)c(=O)n(-c2ccccc2)n1C (stereo unspecified)	3.2%	13%	10%	-2%	6%
O=C(NC(=S)NCC1CCCO1)c1cccs1 (stereo unspecified)	2.1%	5%	3%	-28%	7%
O=C(NC1CC1)C1CC(=O)N(C2CCCCC2)C1 (stereo unspecified)	i	nt	-6%	7%	-5%
Cc1nn(-c2ccccc2)nc1C(=O)Nc1ccc2c(c1)OCCO2	10%	3%	-7%	6%	-1%
Cc1cccc(NC(=O)CC2C(=O)NCCN2C(=S)Nc2ccccc2)c1 (stereo unspecified)	i	21%	-8%	6%	-5%
CCc1ccc(NC(=O)CSc2n[nH]c(=O)n2C2CC2)cc1	i	nt	nt	-1%	nt
COc1cccc(Oc2cc(NN3CCCCC3)c([N+](=O)[O-])cc2[N+](=O)[O-])c1OC	3.0%	2%	2%	11%	-8%
O=C(Cn1nnc(-c2ccc(OCc3ccccc3F)cc2)n1)N1CCOCC1	i	17%	-21%	5%	2%	VEEV TC-83 Vero 10K pilot screen=0.5
CCn1cc(/C=C(\NC(=O)c2ccccc2F)C(=O)N2CCOCC2)c2ccccc21	2.6%	7%	7%	-1%	-2%
Cc1onc(-c2ccc(Cl)cc2)c1-c1ccnn1S(=O)(=O)c1cccc(C(F)(F)F)c1	2.9%	18%	19%	nt	-8%
CC(C)(C)Sc1ccc([N+](=O)[O-])cc1C(=O)Nc1ccncc1	i	-15%	-6%	1%	3%
Cn1c(N)c(C(=O)COC(=O)CCOc2ccc(C(C)(C)C)cc2)c(=O)n(C)c1=O	1.0%	23%	30%	2%	-5%

Structural class: the entries above with a tert-butyl group
SMILES	VEEV TC-83 Vero	tuberculosis growth	H37Rv inhibition	influenza NS1A	Salmonella PhoP GFP	others
CCc1ccc(N(C(=O)c2csnn2)C(C(=O)NC(C)(C)C)c2ccncc2)cc1 (stereo unspecified)	i	-8%	-10%	-14%	-13%
CC(C)(C)Sc1ccc([N+](=O)[O-])cc1C(=O)Nc1ccncc1	i	-15%	-6%	1%	3%
Cn1c(N)c(C(=O)COC(=O)CCOc2ccc(C(C)(C)C)cc2)c(=O)n(C)c1=O	1.0%	23%	30%	2%	-5%

(listing goes on)
SMILES	VEEV TC-83 Vero	tuberculosis growth	H37Rv inhibition	influenza NS1A	Salmonella PhoP GFP	others
Cc1nc(C)c(-c2csc(Nc3ccc(N)cc3)n2)s1	4.5%	9%	-3%	-9%	-5%
O=C(/C=C/c1ccccc1)Nc1ccc2c(c1)OCCO2	3.1%	23%	?	-2%	21%
CN(C(=O)Cn1cccc1C1=NC(c2ccccc2)CO1)c1ccccc1 (stereo unspecified)	i	50%	6%	-12%	15%
O=C(OCC(=O)N1CCCCCC1)c1cccc(Cl)c1	4.0%	53%	10%	-14%	nt
CCCNC(=O)c1cccc(NC(=O)C(C)C)c1	0.6%	-24%	-3%	8%	-7%
CC(C)CNc1ncnc2c1cnn2Cc1ccc(Cl)cc1	9.3%	34%	14%	nt	-1%
CCOC(=O)CC1=CC(=O)Nc2ccccc2N1	2.2%	2%	-8%	-2%	-4%
CC(C)COC(=O)n1ccc(C(=O)N2CCCCC2)n1	0.7%	-1%	-1%	-4%	2%
C[C@H](NC(=O)c1nc[nH]c1C(=O)NCCCCCNC(=O)OC(C)(C)C)C(=O)OCc1ccccc1	2.5%	78%	1%	-16%	8%	VEEV TC-83 Vero 10K pilot screen=1.9
CN(C(=O)COC(=O)/C=C/c1ccc2ccccc2n1)C1CCS(=O)(=O)C1 (stereo unspecified)	2.9%	46%	?	-10%	7%
CCc1nnc(NC(=O)CSc2nnc(-c3ccncc3)n2C)s1	1.0%	1%	-1%	0%	-10%
O=S1(=O)CCOC[C@H](Cc2ccccc2)N1Cc1cccc(F)c1	6.5%	1%	1%	-8%	1%
COc1ccc(C2CC(=O)C3=C(C2)Nc2ccccc2N(C(=O)CCC(=O)O)C3c2ccc(F)cc2)cc1OC (stereo unspecified)	i	-11%	2%	2%	-1%
COc1ccc2oc(C(=O)C3CC3)c(N)c2c1	4.2%	-2%	-3%	12%	9%
O=C(c1cc(F)cc2c1OCOC2)N1CCN(c2ccc(F)cc2)CC1	i	-15%	-2%	6%	-2%
Cc1ccccc1OCC(=O)NNC(=O)CSc1nc(N)cc(N)n1	1.2%	-1%	-7%	-6%	5%
CC(=O)c1cc2c(cc1NC(=O)c1ccccc1C)OCO2	nt	-7%	-2%	nt	5%
C=CCNC(=O)Cc1ccc(S(=O)(=O)N2CCOCC2)s1	0.5%	10%	-1%	-9%	nt
CCCC1Nc2ccc(C(=O)O)cc2C2C=CCC12 (stereo unspecified)	0.6%	-7%	-1%	7%	-19%	VEEV TC-83 Vero 10K pilot screen=1.1
COc1cccc(OC(=O)CSc2nnc(-c3ccccc3Br)o2)c1	2.9%	?	-7%	-10%	-4%
Cc1cc(Cl)ccc1C(=O)C1CCCN(C(=O)c2cccnc2C)C1 (stereo unspecified)	i	1%	12%	9%	-20%
CC(=O)Nc1ccc(N2CCN(c3ccc(F)cc3)CC2)cc1	1.1%	-2%	-7%	-1%	3%
O=C(CS(=O)(=O)Cc1ccccc1)Nc1ccc(S(=O)(=O)N2CCCCCC2)cc1	4.7%	-4%	2%	12%	-3%
Cc1ccc(CN2CCC(N3CC(C)OC(C)C3)CC2)cc1 (stereo unspecified)	0.2%	-5%	3%	5%	12%

Screening results from PubChem.

Compounds were not picked by outcome; 1.5% or so of the library scored in one or more.
